FBA Mtb inh: Mtb fructose-bisphosphate aldolase inhibition | P9WQA3 | purified M. tuberculosis FBA, fluorescence read-out | inhibition, % at 1 µM | 360,000 compounds, 2.3% hits; in the data active = inhibition above about 27%;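 also: 0% = vehicle and 100% = reference inhibitor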
Target sequence (P9WQA3 whole entry, looked up): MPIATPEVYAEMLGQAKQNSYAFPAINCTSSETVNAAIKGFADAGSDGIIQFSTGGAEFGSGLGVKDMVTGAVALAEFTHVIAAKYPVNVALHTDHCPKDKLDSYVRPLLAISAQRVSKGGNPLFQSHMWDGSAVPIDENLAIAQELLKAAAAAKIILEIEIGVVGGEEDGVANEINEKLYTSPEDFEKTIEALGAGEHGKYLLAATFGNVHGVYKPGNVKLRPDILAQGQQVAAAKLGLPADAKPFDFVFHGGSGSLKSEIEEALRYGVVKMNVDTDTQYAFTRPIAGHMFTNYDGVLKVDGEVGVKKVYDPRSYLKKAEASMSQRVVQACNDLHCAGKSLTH
BioA inh: BioA (M. tuberculosis) enzyme inhibition. inhibition, % at 9.99 µM. purified M. tuberculosis BioA enzyme, plate reader. 360,000 compounds, 0.096% hits; in the data active = inhibition above about 40%; inconclusive = no clear call, values can overlap the other calls
GDH-TPI counter: counter-screen for M. tuberculosis FBA inhibitors: GDH-TPI coupled enzymes; 360,000 compounds, 1.2% hits; inhibition, % at 4.8 µM; GDH-TPI coupled enzyme counterscreen, NADH absorbance; AID 588335;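 also: 0% = DMSO wells and 100% = wells lacking the enzyme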
BoNT A protease: inhibitors of Botulinum neurotoxin A light chain protease; 360,000 compounds, 0.17% hits; multiplex microsphere protease substrate cleavage, flow cytometry; AID 588499; inhibition, % at 10 µM; in the data active = inhibition above about 30%; inconclusive = no clear call, values can overlap the other calls; also: plate controls were buffer without enzyme for full effect and enzyme alone for no effect
FadD28 binding: inhibitors of Mycobacterium tuberculosis FadD28 bisubstrate binding. 360,000 compounds, 0.22% hits. FadD28 bisubstrate probe binding, fluorescence polarization. inhibition, % at 12.5 µM; in the data active = inhibition above about 8.5%, passing the limit was not always enough; inconclusive = no clear call, values can overlap the other calls
BoNT-F LC inh: blocks Botulinum neurotoxin F light chain protease | Multiplex microsphere protease cleavage assay, flow cytometry | inhibition, % at 10 µM | 360,000 compounds, 0.22% hits | AID 588497; in the data active = inhibition above about 35%, passing the limit was not always enough; inconclusive = no clear call, values can overlap the other calls; also: plate controls were buffer without enzyme for full effect and enzyme alone for no effect
Mtb UGM inh: blocks M. tuberculosis UGM enzyme | inhibition, % at 10 µM | 320,000 compounds, 0.06% hits | purified UGM, fluorescence polarization probe displacement; in the data active = inhibition above about 10%, passing the limit was not always enough; inconclusive = no clear call, values can overlap the other calls
Target sequence (P9WIQ1 whole entry, looked up): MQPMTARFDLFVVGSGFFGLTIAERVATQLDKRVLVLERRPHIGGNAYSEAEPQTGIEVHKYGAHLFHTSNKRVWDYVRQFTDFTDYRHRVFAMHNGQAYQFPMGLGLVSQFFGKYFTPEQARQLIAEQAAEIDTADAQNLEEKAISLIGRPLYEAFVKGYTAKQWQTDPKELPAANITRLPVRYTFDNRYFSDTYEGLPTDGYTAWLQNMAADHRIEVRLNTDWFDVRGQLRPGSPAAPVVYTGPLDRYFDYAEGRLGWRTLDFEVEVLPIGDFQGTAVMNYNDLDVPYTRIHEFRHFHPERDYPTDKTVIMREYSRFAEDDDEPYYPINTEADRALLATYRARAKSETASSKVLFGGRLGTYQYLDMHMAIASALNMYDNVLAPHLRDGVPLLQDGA
CCHFV vOTU inh: CCHFV vOTU protease inhibition; 370,000 compounds, 0.55% hits; inhibition, % at 11.5 µM; Pep-AMC fluorescence; AID 651958; also: 0% = vehicle wells with enzyme and 100% = no enzyme wells
PrPC TRFRET: inhibitors of human cell surface prion protein PrPC. 370,000 compounds, 0.43% hits. TR-FRET read-out. AID 720596. P04156. inhibition, % at 13.8 µM; in the data active = inhibition above about 24%; also: 0% = median of the test wells and 100% = reference compound wells
The depositor's hits bear a star; ? = inconclusive; . = no result given. Rule as the data show it, unless noted: active = inhibition above about 30%; inactive = the rest.

[1] C/C(N)=C(/C#N)C(=O)CSc1ccccc1F
[2] CCN1CCN(C(=O)c2sc3nc(C)nc(N4CCC(C)CC4)c3c2C)CC1
[3] c1ccc(C2CC3CC(c4ccco4)N2O3)cc1 (stereo not drawn)
[4] COC(=O)c1c(-c2ccc(C)cc2)csc1NC(=S)NC(=O)c1cc(OC)cc(OC)c1
[5] COc1ccc(NC(=O)NC2(C(=O)N3CCN4CCCC4C3)CCCCC2)cc1 (stereo not drawn)
[6] CC(=O)NCC(=O)NC1CC(C)(C)Cc2c1cnn2-c1ccccc1 (stereo not drawn)

Compound,1,2,3,4,5,6
FBA Mtb inh,0.9,1.5,1.1,-0.5,-2.5,2.6
BioA inh,.,1.9,-2.6,0.8,-1.5,-0.8
GDH-TPI counter,3.2,5.9,-6.9,-6.6,-0.4,0.7
BoNT A protease,-0.4,-0.5,0.6,-0.6,1.4,0.2
FadD28 binding,-0.2,0.3,-3.4,-1.9,-0.4,-3.4
BoNT-F LC inh,0.9,-4.0,-1.0,-12.9,2.0,?
Mtb UGM inh,2.3,0.2,-0.7,4.5,-1.0,-2.2
CCHFV vOTU inh,0.7,8.8,8.1,-13.0,-3.8,7.6
PrPC TRFRET,11.9,-1.8,-4.9,6.8,1.7,5.9

[7] O=c1[nH]cc(S(=O)(=O)N2CCN(c3cccc(Cl)c3)CC2)c(=O)[nH]1
[8] S=C(Nc1ccc(Cl)cc1)NC1CC2CCCC(C1)N2C1CCCC1 (stereo not drawn)
[9] O=C(C[C@H]1C(=O)N(Cc2cccnc2)C[C@@H]1Cc1ccccc1)Nc1ccccc1
[10] COc1cc(/C=C(/C#N)c2ccccc2F)ccc1OCc1ccccc1
[11] O=C(COC(=O)c1ccc(O)cc1)Nc1ccc(Cl)cc1C(=O)c1ccccc1
[12] Cc1noc(C)c1S(=O)(=O)N(CC(=O)NCc1ccccc1)c1ccc(C(C)C)cc1

Compound,7,8,9,10,11,12
FBA Mtb inh,0.8,3.5,-1.9,-3.4,-2.8,1.2
BioA inh,.,1.4,3.4,.,.,-3.1
GDH-TPI counter,0.0,4.9,3.3,7.9,0.0,6.8
BoNT A protease,-6.4,-0.9,0.3,-0.3,0.1,-2.2
FadD28 binding,-0.2,-2.8,-2.5,-3.7,-9.8,-1.2
BoNT-F LC inh,-18.5,-8.7,3.9,-2.4,-4.5,-12.5
Mtb UGM inh,1.2,-1.1,.,0.1,1.5,1.9
CCHFV vOTU inh,4.4,1.1,-8.2,9.1,-3.8,7.8
PrPC TRFRET,-1.1,-6.0,-2.8,-1.8,5.0,-3.6

[13] Clc1ccc(COc2ccccc2CNCc2cccnc2)cc1
[14] COc1ccc(C)cc1C(=O)CCC(=O)Nc1ccccc1N1CCOCC1
[15] Cc1c(N=N/C(C(=O)Nc2ccccc2)=C(/O)c2ccccc2)c(=O)n(-c2ccccc2)n1C
[16] Cc1ccc(S(=O)(=O)NCC(=O)OCC(=O)c2cccs2)cc1
[17] O=C(NNC(=O)c1cccc2ccccc12)c1ccco1
[18] Cc1noc(C)c1COC(=O)c1cccnc1Cl

Compound,13,14,15,16,17,18
FBA Mtb inh,-2.7,-3.0,0.6,2.0,13.3,-1.4
BioA inh,2.1,0.0,.,1.0,-1.5,-0.2
GDH-TPI counter,-0.8,0.9,1.6,-4.3,9.9,-4.9
BoNT A protease,0.5,0.5,1.1,.,-0.1,-2.1
FadD28 binding,-2.2,0.1,-1.1,-3.0,-0.4,-4.9
BoNT-F LC inh,-4.8,22.5,-7.3,.,5.3,-12.0
Mtb UGM inh,0.1,0.2,1.0,-0.3,-0.1,-2.5
CCHFV vOTU inh,-11.9,-7.4,-0.5,-2.0,-3.0,6.0
PrPC TRFRET,-4.9,-5.0,-3.8,-3.8,-7.8,4.8

[19] Cc1csc(NC(=O)CSc2nnc(-c3ccoc3C)n2Cc2ccco2)n1
[20] CCN(CC(=O)Nc1ccc(S(=O)(=O)N2CCCC2)cc1)CC(=O)Nc1ccccc1C(F)(F)F
[21] COc1cc(CNn2cn[nH]c2=S)cc(Cl)c1OCc1ccc(F)cc1
[22] CCn1c(SCC(=O)Nc2nccs2)nnc1-c1ccncc1
[23] CCOC(=O)CCN=Cc1c(O)n(-c2ccc(Br)cc2)c(=O)[nH]c1=O
[24] C=CCNc1nc(Cl)nc(Nc2ccc(OC)cc2)n1

Compound,19,20,21,22,23,24
FBA Mtb inh,2.9,-1.0,-1.5,-1.2,-1.1,-0.5
BioA inh,-2.0,-2.9,.,-0.3,0.7,2.7
GDH-TPI counter,9.0,0.3,0.4,4.4,0.0,0.3
BoNT A protease,-0.2,0.6,0.2,-0.1,0.0,-0.3
FadD28 binding,-2.2,-6.4,0.3,-1.0,-0.8,-1.8
BoNT-F LC inh,1.6,-8.1,-3.2,2.5,-11.0,-3.7
Mtb UGM inh,1.0,-2.2,-1.0,0.0,-1.2,0.4
CCHFV vOTU inh,3.9,18.5,-5.4,-0.5,1.4,0.6
PrPC TRFRET,-0.4,-0.6,3.1,0.8,-3.4,-5.5

[25] CCc1ccccc1NC(=O)CN1CCN(CC(=O)NCc2ccc(Cl)cc2)CC1
[26] CCN(CC)S(=O)(=O)c1ccc(C(=O)NNC2=NS(=O)(=O)c3ccccc32)cc1
[27] CCOC(=O)CN1C(=O)N[C@@H](c2cccc(F)c2)C(C(C)=O)=C1C
[28] Cc1cnc2cc(Cl)c(Cl)cc2n1
[29] COc1ccc(S(=O)(=O)N(C)CC(=O)NCCN2CCOCC2)cc1C
[30] Cc1ccc(Sc2cc(C(F)(F)F)nc(N(C)C)n2)cc1

Compound,25,26,27,28,29,30
FBA Mtb inh,-0.4,0.8,-1.6,1.1,1.6,1.4
BioA inh,4.3,-1.3,-0.9,-2.0,-0.8,-0.2
GDH-TPI counter,9.3,15.9,2.2,13.2,-8.8,-6.4
BoNT A protease,-0.4,0.8,0.6,0.4,-0.4,-0.1
FadD28 binding,-3.9,-1.4,-3.9,-0.1,-1.3,-0.4
BoNT-F LC inh,-5.7,6.7,10.8,12.5,10.5,0.7
Mtb UGM inh,0.0,0.2,-0.5,1.0,1.7,0.3
CCHFV vOTU inh,9.8,10.0,2.9,-11.5,2.8,6.9
PrPC TRFRET,3.0,6.8,3.0,3.3,-5.5,7.6

[31] COc1ccc(/C=N/Nc2ncnc3c2[nH]c2ccccc23)c(OC)c1OC
[32] Cc1sc(NC(=O)C2CSC3(C)CCC(=O)N23)nc1-c1ccccc1 (stereo not drawn)
[33] Cc1ccccc1OCC(=O)NCCN(C)C
[34] COc1ccc(CCNC(=O)CC(c2ccccc2)c2cc(C)ccc2O)cc1OC (stereo not drawn)
[35] CC(=O)n1nc(-c2cccnc2)nc1N
[36] CC(=O)NC(Cc1ccc(F)c(F)c1)C(=O)NC1CCN(c2nnnn2-c2ccccc2)CC1 (stereo not drawn)

Compound,31,32,33,34,35,36
FBA Mtb inh,7.0,1.7,0.6,-0.1,1.8,-0.1
BioA inh,-3.0,1.2,-0.6,8.0,-1.9,.
GDH-TPI counter,20.1,1.4,-0.8,-8.8,4.1,4.5
BoNT A protease,0.0,2.1,-0.3,-0.8,-0.3,0.4
FadD28 binding,-1.7,-3.8,-4.5,-1.5,-3.0,-0.6
BoNT-F LC inh,-1.5,?,-10.3,-8.0,-1.1,0.5
Mtb UGM inh,-0.2,-1.4,2.3,4.2,-1.3,6.5
CCHFV vOTU inh,-15.2,3.1,9.2,.,1.6,0.2
PrPC TRFRET,2.3,-7.2,-1.6,.,4.8,-6.3

Rewritten bar-delimited: entries from further up
No. | Molecule | FBA Mtb inh | BioA inh | GDH-TPI counter | BoNT A protease | FadD28 binding | BoNT-F LC inh | Mtb UGM inh | CCHFV vOTU inh | PrPC TRFRET
27 | CCOC(=O)CN1C(=O)N[C@@H](c2cccc(F)c2)C(C(C)=O)=C1C | -1.6 | -0.9 | 2.2 | 0.6 | -3.9 | 10.8 | -0.5 | 2.9 | 3.0
28 | Cc1cnc2cc(Cl)c(Cl)cc2n1 | 1.1 | -2.0 | 13.2 | 0.4 | -0.1 | 12.5 | 1.0 | -11.5 | 3.3
29 | COc1ccc(S(=O)(=O)N(C)CC(=O)NCCN2CCOCC2)cc1C | 1.6 | -0.8 | -8.8 | -0.4 | -1.3 | 10.5 | 1.7 | 2.8 | -5.5
30 | Cc1ccc(Sc2cc(C(F)(F)F)nc(N(C)C)n2)cc1 | 1.4 | -0.2 | -6.4 | -0.1 | -0.4 | 0.7 | 0.3 | 6.9 | 7.6
31 | COc1ccc(/C=N/Nc2ncnc3c2[nH]c2ccccc23)c(OC)c1OC | 7.0 | -3.0 | 20.1 | 0.0 | -1.7 | -1.5 | -0.2 | -15.2 | 2.3
32 | Cc1sc(NC(=O)C2CSC3(C)CCC(=O)N23)nc1-c1ccccc1 (stereo not drawn) | 1.7 | 1.2 | 1.4 | 2.1 | -3.8 | ? | -1.4 | 3.1 | -7.2
33 | Cc1ccccc1OCC(=O)NCCN(C)C | 0.6 | -0.6 | -0.8 | -0.3 | -4.5 | -10.3 | 2.3 | 9.2 | -1.6

Next section:
[37] O=C(CF)NC(NC(=S)Nc1ccccc1O)C(Cl)(Cl)Cl (stereo not drawn)
[38] COC(=O)C1=C(C)NC(=O)NC1c1ccc(OC)c(OC)c1 (stereo not drawn)
[39] COCCNC(=O)CN1C(=O)c2cccc3cccc1c23
[40] CC1CCN(CC(=O)Nc2ccc(Br)cc2[N+](=O)[O-])CC1
[41] CCOc1cccc(C(=O)N2CCCCC2c2cccnc2)c1 (stereo not drawn)
[42] COc1ccc(C(=O)COC(=O)c2ccc3c(c2)NC(=O)CS3)c(OC)c1

Compound,37,38,39,40,41,42
FBA Mtb inh,1.4,-3.4,2.4,5.2,1.7,0.7
BioA inh,.,-1.0,-1.8,-1.4,-0.2,1.1
GDH-TPI counter,3.8,5.4,9.6,3.2,-2.1,-5.0
BoNT A protease,0.3,0.0,0.6,0.7,0.3,5.0
FadD28 binding,-2.5,0.3,-2.8,1.7,-3.2,-2.2
BoNT-F LC inh,2.1,-6.0,?,-3.5,-2.2,9.6
Mtb UGM inh,1.1,.,0.5,-0.7,-1.3,.
CCHFV vOTU inh,0.2,0.8,-14.6,9.5,1.9,10.0
PrPC TRFRET,1.1,-1.7,-3.8,3.5,2.6,5.5

[43] COc1ccc(C(C)C)cc1S(=O)(=O)Nc1ncn[nH]1
[44] CCOC1CCCc2oc(-c3ccc(OC)cc3)c(C#CCCO)c21 (stereo not drawn)
[45] CC(NS(=O)(=O)c1ccc(Br)cc1)C(=O)NCC1CCCO1 (stereo not drawn)
[46] COc1ccc(OC)c2sc(NC(=O)CCSc3ccccc3)nc12
[47] Cc1ccc(C)c(N(C(=O)Cn2nnc3ccccc32)C(C(=O)NC(C)(C)C)c2ccsc2)c1 (stereo not drawn)
[48] Cc1ccc(-n2c(SCC(=O)NCc3ccco3)nnc2-c2cccnc2)c(C)c1

Compound,43,44,45,46,47,48
FBA Mtb inh,-1.6,.,1.8,5.0,1.8,0.9
BioA inh,0.5,.,0.9,-1.0,-1.6,0.9
GDH-TPI counter,1.9,.,-4.5,1.0,-0.8,-7.7
BoNT A protease,-4.3,0.1,-1.2,-0.9,-0.9,0.6
FadD28 binding,0.2,.,0.6,-1.9,-3.3,0.4
BoNT-F LC inh,-2.3,-4.4,-1.9,-1.7,-8.6,1.3
Mtb UGM inh,1.3,.,1.1,-1.1,-0.8,1.3
CCHFV vOTU inh,1.5,-23.8,22.9,-2.0,-14.1,-8.6
PrPC TRFRET,6.1,-6.2,1.0,-1.1,5.1,4.5

[49] O=C(O)c1ccc2c(c1)S(=O)(=O)c1ccccc1C2=O
[50] CCCn1c(SCC(=O)NCc2ccco2)nnc1C(C)C
[51] COc1ccc(OC)c(/C=C/C(=O)N(C)CC(=O)Nc2ccc(N3CCOCC3)cc2)c1
[52] COc1cccc(NC(=O)CN(C)C(=O)CNC(=O)c2ccc(Oc3ccccc3)cc2)c1
[53] CCCCN(C(=S)Nc1cccc(C)c1C)c1c(N)n(CCC)c(=O)[nH]c1=O

Compound,49,50,51,52,53
FBA Mtb inh,4.2,-4.1,12.8,4.3,1.1
BioA inh,3.8,-1.4,-0.2,.,.
GDH-TPI counter,2.6,2.9,18.2,-0.7,21.9
BoNT A protease,-2.6,-0.6,1.0,-0.5,-0.8
FadD28 binding,-0.3,-0.3,-0.6,-1.3,-1.5
BoNT-F LC inh,-1.4,-24.8,-8.9,-0.2,-1.4
Mtb UGM inh,3.8,2.0,0.7,1.0,0.3
CCHFV vOTU inh,.,22.0,-22.9,1.4,-9.9
PrPC TRFRET,.,2.4,-3.4,9.3,-5.6
